Compound activity deposited in PubChem BioAssay by several laboratories.
Siah-1 displacement: blockers of Siah-1 interaction with plectin peptide – biochemical, fluorescence polarization, rhodamine-plectin, uHTS, primary screen (AID 1817) | displacement, % at 20 µM; hits with a dose series show IC50 in µM | hit rate 0.02% among 290,000 | Siah-1 / rhodamine-plectin peptide fluorescence polarization; higher % means a stronger effect;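 active means displacement of at least 50% at 20 µM, with a fluorescence ratio check between 0.3 and a set limit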;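 further: plate controls were Siah plus tracer with DMSO for no effect and tracer alone without Siah for full effect; strong numbers were not always called active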
K1F lysis inhibition: protection from phage-mediated lysis, alamar blue read-out – E. coli UTI89, K1F phage, bacterial capsule biogenesis inhibitors (AID 488966) | inhibition, % at 100 µM; hits with a dose series show IC50 in µM | E. coli UTI89 K1F phage lysis, alamar blue, 2 h; higher % means a stronger effect | hit rate 0.02% among 340,000;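 active means phage lysis inhibition, versus mean bacterial control, above a set limit; inconclusive means no clear call, values can overlap the other calls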;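 further: capsule biogenesis inhibitors block K1F phage lysis so surviving cells raise fluorescence; higher fluorescence means more inhibition of phage lysis; actives were called in the ten point dose series up to 300 µM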
AID2073: disruptors of CaV2.2 binding to Mint1 – biochemical, HTRF (AID 2073); HTRF protein-protein interaction, Mint1-CaV2.2; higher % means a stronger effect; inhibition, % at 20 µM, or IC50 in µM where a hit was titrated; hit rate 0.19% among 290,000; in the data active means inhibition mostly above about 51%, no sharp cut-off; inconclusive means no clear call, values can overlap the other calls; inactive means mostly below about 53%; further: some results filed as inactive read as strong as hits
RSV antiviral HEp-2: inhibition of RSV-induced cytopathic effect – HEp-2 cells, primary 10 µM value included (AID 2391); hit rate 0.13% among 310,000; CPE inhibition, % at 10 µM; hits with a dose series show IC50 in µM; HEp-2 cells, RSV-induced CPE inhibition; higher % means a stronger effect; in the data active means a potency from the dose series; inconclusive means CPE inhibition mostly from about 23% at the one dose, without a potency; inactive means the rest, 99 in 100 with CPE inhibition below about 21%; further: strong numbers were not always called active
West Nile antiviral: West Nile virus antiviral activity, cell-based, CPE readout (AID 1621). hit rate 0.02% among 290,000. CPE inhibition, % at 10 µM; hits with a dose series show IC50 in µM. West Nile virus-infected cells, CPE inhibition; higher % means a stronger effect; in the data active means a potency from the dose series; inconclusive means CPE inhibition mostly from about 3.7% at the one dose, without a potency; inactive means the rest, 99 in 100 with CPE inhibition below about 2.2%; further: strong numbers were not always called active
NS5 inhibitors: Dengue-2 NS5 methyltransferase inhibitors, primary screen, biochemical, confirmation dose response (AID 588689) | hit rate 0.3% among 340,000 | inhibition, % at 25 µM, or IC50 in µM where a hit was titrated | Dengue-2 NS5 methyltransferase capping enzyme assay, biochemical; higher % means a stronger effect; in the data active means a potency from the dose series; inconclusive means inhibition above about 29% without an active follow-up result
Large T inhibition: TAg ATPase/helicase activity blockers – biochemical (AID 1903); SV40 large T antigen ATPase/helicase inhibition assay; higher % means a stronger effect; inhibition, % at 20 µM; hits with a dose series show IC50 in µM; hit rate 0.39% among 310,000; in the data active means a potency from the dose series; inconclusive means inhibition mostly from about 32% at the one dose, without a potency; inactive means the rest, 99 in 100 with inhibition below about 32%; further: strong numbers were not always called active
NTR1 ag: NTR1-driven beta-arrestin-GFP spot formation – imaging, U2OS cells, high content, primary screen (AID 493036). P30989. agonist mode. activation, % at 20 µM. hit rate 0.17% among 330,000;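 active means activation at or above 40% of the spot to cytoplasm intensity ratio, with at least 20 cells analyzed; inconclusive means wells under 20 cells, flagged as cytotoxic or low count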;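 further: 0% = DMSO without peptide and 100% = 100 nM NTR1 peptide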
Target sequence (P30989 whole entry, looked up): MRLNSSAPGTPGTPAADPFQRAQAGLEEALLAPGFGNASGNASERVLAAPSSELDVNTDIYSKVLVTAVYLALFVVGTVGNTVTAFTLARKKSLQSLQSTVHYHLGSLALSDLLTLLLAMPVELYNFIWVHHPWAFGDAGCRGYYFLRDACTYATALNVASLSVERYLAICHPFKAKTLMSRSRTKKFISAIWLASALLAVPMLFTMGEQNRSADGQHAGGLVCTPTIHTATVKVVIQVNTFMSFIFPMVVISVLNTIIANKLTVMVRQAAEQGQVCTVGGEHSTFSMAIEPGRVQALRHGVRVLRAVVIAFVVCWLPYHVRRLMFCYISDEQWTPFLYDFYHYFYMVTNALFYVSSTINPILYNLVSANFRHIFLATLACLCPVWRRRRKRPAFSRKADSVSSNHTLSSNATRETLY
MgcRacGAP inhibition: MgcRacGAP GTPase-activating activity inhibitors, confirmation, biochemical, ADP Hunter fluorescence; MgcRacGAP-stimulated Rac1 GTP hydrolysis, ADP Hunter fluorescence; higher % means a stronger effect; GST-tagged Rac1 F28L mutant substrate; inhibition, % at 30 µM, or IC50 in µM where a hit was titrated; AID 624330; hit rate 0.6% among 340,000;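 active means first-screen hits whose inhibition reached a set limit at any dose in the follow-up dose series; inconclusive means inhibition above the set first-screen limit but never retested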;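 further: fluorescence reports GDP produced by GAP-driven GTP hydrolysis; strong numbers were not always called active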
NTR1 ag cell count 20 µM: recorded beside NTR1 ag, whose call it bears; cell count; measured here: cell count, cytotoxicity flag
NS5 inhibitors pilot replicate: also measured in NS5 inhibitors; calls as there; inhibition, %; measured here: pilot screen replicate inhibition
Starred values were filed as active, the others as inactive; ? = inconclusive; nt = no result given; [ ] = dose if it differs, or a comment.

SMILES	Siah-1 displacement	K1F lysis inhibition	AID2073	RSV antiviral HEp-2	West Nile antiviral	NS5 inhibitors	Large T inhibition	NTR1 ag	NTR1 ag cell count 20 µM	MgcRacGAP inhibition	others
CC(C(=O)N(C)CC(=O)Nc1ccccc1C(F)(F)F)N1C(=O)c2ccccc2C1=O (stereo unspecified)	nt	0.7%[50 µM]	nt	0.6%	nt	2%	nt	-2.6	46	6%
COc1c(O)ccc2c1CN1CCc3cc4c(cc3C1C2)OCO4 (stereo unspecified)	10%	5.8%	-21%	nt	31%	8%	59%	nt	nt	9%
Cc1ccc([C@H]2C(C(=O)O)=C[C@@H](C(C)(C)C)N2S(=O)(=O)c2ccc(C)cc2)cc1	nt	0.3%	nt	nt	nt	1%	nt	0.1	58	7%	NS5 inhibitors pilot replicate=0.6
CCC1(c2ccccc2)NC(=S)N(c2ccc(C)cc2)N1 (stereo unspecified)	2%	0.2%	-11%	6.5%	-0.1%	-4%	31%	2.0	45	12%
Cc1nc(NCc2cccnc2)c2c3c(sc2n1)CC(C)CC3 (stereo unspecified)	4%	-1.6%	-8%	18%	-1.6%	-13%	10%	0.9	38	8%
COc1ccc(OCC(=O)Nc2cccc(OC)c2)cc1	-6%	0.4%	3%	1.4%	-0.8%	-8%	2%	-1.0	55	9%	NS5 inhibitors pilot replicate=-5.7
Cc1cc(C)n2nc(C(=O)Nc3ccc4c(c3)CCC4)nc2n1	13%	0.0%	5%	-1.3%	0.0%	-4%	-1%	5.0	59	1%
O=C(O)c1[nH]nc2c1COc1ccccc1-2	13%	0.9%[50 µM]	2%	2.7%	0.1%	-3%	0%	0.8	41	4%
CCCCCCSc1cccc(-c2nc3cc(C)ccn3c2NCc2ccccc2)c1	nt	1.2%	nt	-2.1%	nt	-16%	-3%	2.4	58	-5%
Cc1ccc(S(=O)(=O)N(C)C)cc1NC(=S)N(C)C1CCN(C)CC1	-3%	0.8%	-32%	-0.9%	-0.5%	-1%	2%	0.0	94	5%
CC(=O)C1=C(O)C(=O)N(CO)C1c1ccccc1F (stereo unspecified)	6%	2.3%	-5%	0.6%	-0.1%	-7%	5%	0.3	43	0%
CCOC(=O)C1CCN(C(=O)COC(=O)CNC(=O)c2ccc(C(C)(C)C)cc2)CC1	nt	-2.7%	nt	nt	nt	2%	nt	3.0	64	5%
N#Cc1c(Oc2ccc3ccccc3c2)sc(C(=O)c2ccccc2)c1N	5%	0.6%	14%	?	?	-5%	7%	13	56	11%
CC(Nc1cccc2ccccc12)C(=O)N/N=C/c1ccccn1 (stereo unspecified)	5%	1.3%	-10%	2.8%	0.4%	?	5%	-0.5	52	6%
CCOC(=O)C1CCN(C(=O)Cn2c(=O)c3cccn3c3cccnc32)CC1	0%	0.2%	7%	1.3%	-0.2%	-3%	8%	-0.2	70	8%
Cc1noc(C)c1CS(=O)(=O)Cc1ccc(Cl)cc1	2%	nt	-6%	0.1%	-0.2%	nt	29%	-0.3	34	nt
O=C1C=CCC(/C=C/c2ccccc2)O1 (stereo unspecified)	6%	nt	-2%	?	0.5%	nt	15%	6.1	84	nt
CCOc1ccc(NC(=O)N2CCN(Cc3ccc4c(c3)OCO4)CC2)cc1	2%	0.1%	0%	0.6%	-1.0%	-6%	18%	0.0	83	12%
CC(=O)c1ccccc1NC(=O)COC(=O)c1ccc2c(c1)nc(C)n2-c1ccccc1	28%	nt	3%	3.1%	-0.2%	nt	26%	7.5	103	nt
CC(=O)Nc1ccc(S(=O)(=O)c2c(N)n(CCN3CCOCC3)c3nc4ccccc4nc23)cc1	-1%	0.3%	8%	1.8%	0.1%	-9%	0%	-1.3	61	7%
CCOC(=O)CC1C(=O)NCCN1S(=O)(=O)c1cccc(C(F)(F)F)c1 (stereo unspecified)	1%	-0.3%	5%	0.9%	0.1%	-5%	9%	-0.7	62	7%
CCN(CC)c1ccc(N2C(=O)C3CCCCC3C2=O)cc1[N+](=O)[O-] (stereo unspecified)	-1%	3.1%	0%	1.1%	-0.1%	1%	14%	3.6	43	3%
CC(=O)Nc1ccc(NCc2cccs2)cc1	-3%	-0.5%	-3%	0.5%	0.1%	-1%	15%	-0.2	60	32%
COc1ccccc1N1CCN(C2CCCN(C(=O)c3csc(C)n3)C2)CC1 (stereo unspecified)	6%	-0.1%	3%	0.3%	-0.4%	-7%	23%	-0.5	63	8%
Cc1ccc(C)c(S(=O)(=O)Nc2ccc(C(=O)N3CCCCC3)cc2)c1	5%	0.1%	5%	4.2%	-0.4%	-1%	10%	0.5	65	0%
COc1cc2cc(CCCOC(=O)c3ccc4c(c3)OCO4)oc(=O)c2cc1OC	nt	-0.8%	nt	-1.3%	nt	-6%	nt	-0.8	71	9%
CC1CCC(NC(=O)c2cccc(S(=O)(=O)N3CCN(c4ccccc4)CC3)c2)CC1 (stereo unspecified)	nt	0.4%[50 µM]	nt	1.3%	nt	-3%	12%	3.2	69	9%
Cc1cc(C)nc(NC(=O)Nc2ccccc2C(F)(F)F)n1	-5%	7.3%	3%	-2.8%	0.2%	-5%	-2%	5.7	56	8%
O=C(NCCCn1ccnc1)c1ccncc1	-6%	-0.1%	2%	-0.5%	-0.1%	-1%	11%	-0.8	85	6%
CC(C)(C)C1CCC2(CC1)CC(=O)c1ccccc1O2 (stereo unspecified)	11%	-0.7%	4%	0.5%	0.6%	-11%	6%	-1.6	100	4%
COC(=O)c1cc(C(C)=O)c(C)[nH]c1=O	3%	0.3%	4%	3.0%	-0.4%	-9%	8%	1.0	52	2%
O=C(NN=C(Cc1ccccc1)Cc1ccccc1)c1ccncc1	0%	-1.3%	1%	-0.9%	-0.3%	7%	2%	1.6	58	-6%
N#Cc1ccccc1OCC(=O)NNC(=O)CNC(=O)c1ccc(Br)o1	nt	1.1%	nt	nt	nt	10%	nt	1.6	48	4%
COc1cccc(N2CCc3c(C)nc4ccc(Cl)cc4c32)c1	-1%	2.4%[50 µM]	30%	11%	-0.7%	0%	3%	nt	nt	nt
N/C(=N\OC(=O)CC1CCCCC1)c1cccnc1	1%	3.9%	1%	0.1%	1.4%	1%	-2%	0.7	64	3%
C/C(CC(=O)Nc1ccc(F)cc1)=N\NC(=O)Cc1csc(N)n1	-4%	-0.2%	-13%	-0.4%	-0.1%	6%	8%	3.5	81	-8%
CCOc1ccc(N2CC(C(=O)NCCc3c[nH]c4ccc(C)cc34)CC2=O)cc1 (stereo unspecified)	11%	-0.3%	1%	16%	-1.1%	-7%	33%	-0.1	45	3%
COc1ccc(CC(=O)O/N=C(\N)c2ccccn2)cc1	-1%	-0.1%	28%	1.1%	0.4%	-2%	17%	1.3	66	4%
CN(Cc1ccccc1)c1nc(N)c([N+](=O)[O-])c(Nc2cccc(F)c2)n1	0%	0.3%	-2%	6.7%	12%	-4%	1%	23	73	8%
Cc1sc2nc(CN(Cc3ccccc3)C(=O)NC3CCCCC3)[nH]c(=O)c2c1C	nt	-3.2%	nt	3.8%	-1.4%	-1%	nt	4.0	42	4%
O=S(=O)(c1cccc(Br)c1)N1CCN(C(=S)NCC2CCCO2)CC1 (stereo unspecified)	nt	0.8%[50 µM]	nt	-0.1%	nt	-9%	8%	0.7	57	0%
Cc1cc(OCCN2CCOCC2)ccc1C(C)C	2%	0.2%	7%	0.5%	-0.5%	-4%	1%	0.6	43	32%
CCC1CN(C(=O)NCc2ccccc2)c2cc(Cl)ccc2O1 (stereo unspecified)	-2%	-1.5%[50 µM]	4%	7.7%	-1.1%	-4%	27%	1.3	77	10%
Cc1c(C=O)c(=O)n(-c2ccccc2)n1-c1ccccc1	0%	-0.3%	4%	1.9%	-0.2%	-1%	7%	3.5	75	4%
Cc1ccc(NC2OC(CO)C(O)C2O)cc1[N+](=O)[O-] (stereo unspecified)	17%	1.4%[50 µM]	0%	0.5%	1.1%	1%	0%	-0.8	54	9%
CCC1CCCCN1C(=O)CN1C(=O)c2ccccc2S1(=O)=O (stereo unspecified)	nt	-0.3%[50 µM]	nt	-2.0%	nt	-5%	-1%	0.3	60	-2%
COc1ccc(S(=O)(=O)c2c(N)n(Cc3ccco3)c3nc4ccccc4nc23)cc1	51%	-0.5%	39%	4.4%	-0.1%	26%	52%	-0.2	36	12%
O=C(Nc1cccc(F)c1)c1cc(S(=O)(=O)N2CCOCC2)cs1	0%	0.3%	18%	11%	0.5%	nt	2%	-0.2	69	1%
COc1ccc(C(C(=O)NCc2ccc(F)cc2)N(Cc2cccnc2)C(=O)c2snc(C(N)=O)c2N)cc1 (stereo unspecified)	8%	0.3%	0%	0.6%	-0.3%	12%	3%	0.7	50	4%
CC(C(=O)NCc1ccccn1)N1C(=O)c2ccccc2C1=O (stereo unspecified)	5%	0.1%	0%	1.1%	-0.3%	-3%	0%	0.1	54	6%

Arranged by SMILES length (lowest first): part of the list above
SMILES	Siah-1 displacement	K1F lysis inhibition	AID2073	RSV antiviral HEp-2	West Nile antiviral	NS5 inhibitors	Large T inhibition	NTR1 ag	NTR1 ag cell count 20 µM	MgcRacGAP inhibition	others
Cc1c(C=O)c(=O)n(-c2ccccc2)n1-c1ccccc1	0%	-0.3%	4%	1.9%	-0.2%	-1%	7%	3.5	75	4%
CCC1CCCCN1C(=O)CN1C(=O)c2ccccc2S1(=O)=O (stereo unspecified)	nt	-0.3%[50 µM]	nt	-2.0%	nt	-5%	-1%	0.3	60	-2%
COc1ccc(S(=O)(=O)c2c(N)n(Cc3ccco3)c3nc4ccccc4nc23)cc1	51%	-0.5%	39%	4.4%	-0.1%	26%	52%	-0.2	36	12%

Additional entries
SMILES	Siah-1 displacement	K1F lysis inhibition	AID2073	RSV antiviral HEp-2	West Nile antiviral	NS5 inhibitors	Large T inhibition	NTR1 ag	NTR1 ag cell count 20 µM	MgcRacGAP inhibition	others
CCN(CC(=O)NCc1cccs1)C(=O)CCOc1ccccc1	nt	0.9%	nt	nt	nt	4%	nt	1.6	71	-4%
CCOC(=O)/C(C#N)=C/C1=C(N2CCCC2)CC(C)(C)OC1	4%	0.1%	1%	1.6%	0.0%	-2%	5%	0.6	46	11%
CCN(c1ccccc1)S(=O)(=O)c1ccc(C(=O)Nc2nnc(COC)o2)cc1	1%	1.5%	-2%	-1.2%	-0.2%	-5%	8%	-0.1	67	9%
O=C(COC(=O)c1ccc2ncsc2c1)NCc1ccc(F)cc1	nt	0.7%[50 µM]	nt	2.3%	nt	3%	nt	-2.2	47	2%
C[C@H](CO)N1C[C@H](C)[C@@H](CN(C)Cc2ccncc2)Oc2c(NC(=O)Cc3ccccc3)cccc2C1=O	nt	0.4%	nt	nt	nt	-9%	nt	-2.3	55	0%
CC(OC(=O)c1cc(Br)ccc1O)C(=O)Nc1ccc(S(=O)(=O)N2CCCC2)cc1 (stereo unspecified)	nt	-2.4%	nt	?	nt	-3%	10%	5.4	48	0%
